# Compound activity from PubChem.
# SENP8 block-1: blocks the human protease SENP8; inhibition, % at 10 µM; purified SENP8, Z-RLRGG-aminoluciferin cleavage, luminescence; Q96LD8; 330,000 tested, 1.2% active; AID 2540; in the data active = inhibition above about 50%
# Target sequence (Q96LD8 whole entry, looked up): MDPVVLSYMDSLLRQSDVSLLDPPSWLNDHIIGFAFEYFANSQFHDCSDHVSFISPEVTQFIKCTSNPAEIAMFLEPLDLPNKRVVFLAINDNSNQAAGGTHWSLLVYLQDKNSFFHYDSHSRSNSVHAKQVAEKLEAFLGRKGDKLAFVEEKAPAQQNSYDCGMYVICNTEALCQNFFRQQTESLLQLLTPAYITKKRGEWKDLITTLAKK
# UBC13 polyUb: human UBC13 polyubiquitination inhibition; P61088; UBC13 polyubiquitin chain formation, TR-FRET; inhibition, % at 20 µM; 330,000 tested, 0.47% active; AID 485273; in the data active = inhibition above about 45%, passing the limit was not always enough
# Target sequence (P61088 whole entry, looked up): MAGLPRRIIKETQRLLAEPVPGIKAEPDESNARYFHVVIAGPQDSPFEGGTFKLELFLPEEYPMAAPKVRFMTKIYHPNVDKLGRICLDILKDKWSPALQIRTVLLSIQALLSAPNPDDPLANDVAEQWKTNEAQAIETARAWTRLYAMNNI
# SENP8 block-2: blocks human SENP8 cleavage of Nedd8 substrate; recombinant SENP8, Nedd8 substrate fluorescence; inhibition, % at 20 µM; 360,000 tested, 0.64% active; AID 602440; in the data active = inhibition mostly above about 40%, no sharp cut-off; inactive = mostly below about 27%
# SENP1 FRET inh: inhibitors of human SENP1 SUMO protease catalytic domain | inhibition, % at 10 µM | recombinant SENP1 catalytic domain, CyPet-SUMO1-YPet FRET cleavage | 360,000 tested, 0.21% active;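 active = inhibition at least 30% at 10 µM, raw YFP signal under a set limit, fluorescence ratio 0.5 to 1.5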;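 also: 0% = enzyme with DMSO and 100% = no enzyme wells; some results filed as inactive read as strong as hits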
# Target sequence (Q9P0U3 419-644 limits assumed): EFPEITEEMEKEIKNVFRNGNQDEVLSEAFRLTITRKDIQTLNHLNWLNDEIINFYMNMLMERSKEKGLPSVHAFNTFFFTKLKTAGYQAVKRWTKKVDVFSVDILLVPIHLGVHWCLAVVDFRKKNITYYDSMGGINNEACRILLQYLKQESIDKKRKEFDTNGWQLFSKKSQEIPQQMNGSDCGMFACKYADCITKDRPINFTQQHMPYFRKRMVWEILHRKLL
#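 Test system: human SENP1 catalytic domain; medium: Tris pH 8 buffer plus EDTA, NaCl, BME, BSA, NP40, catalase; incubation: 50 min reaction at room temperature; technique: FRET, CFP and YFP emission; controls: no-enzyme low control and enzyme-plus-DMSO high control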
# SENP7 block: blocks the human protease SENP7. Q9BQF6. recombinant SENP7, Z-RLRGG-aminoluciferin luminescence, 40 min. inhibition, % at 5 µM. 330,000 tested, 1.5% active. AID 434973;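 active = inhibition above about 50% at the single test dose, limit read from the data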;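 also: plate controls were DMSO with enzyme for no effect and no enzyme buffer wells for full effect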
# Target sequence (Q9BQF6 706-1050 limits assumed): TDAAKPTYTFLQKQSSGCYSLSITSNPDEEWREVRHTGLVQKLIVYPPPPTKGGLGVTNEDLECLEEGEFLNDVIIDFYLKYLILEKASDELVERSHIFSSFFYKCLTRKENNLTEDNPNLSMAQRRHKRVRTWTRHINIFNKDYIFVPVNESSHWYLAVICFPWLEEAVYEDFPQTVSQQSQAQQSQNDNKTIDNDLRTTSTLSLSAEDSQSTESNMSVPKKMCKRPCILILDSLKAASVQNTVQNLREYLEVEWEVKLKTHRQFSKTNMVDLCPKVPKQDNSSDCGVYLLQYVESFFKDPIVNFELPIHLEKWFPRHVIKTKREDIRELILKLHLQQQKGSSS
# A3G deaminase: APOBEC3G (human) deaminase inhibition; 330,000 tested, 0.28% active; inhibition, % at 20 µM; Q9HC16; recombinant A3G, ssDNA deamination FAM/TAMRA fluorescence; AID 493012;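 active = inhibition of at least 40% at 20 µM, with no more than 30% in the related APOBEC3A deaminase screen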;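 also: plate controls were DMSO wells with A3G for no effect and wells lacking A3G enzyme for full effect; some compounds called inactive have numbers as strong as hits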
# Apaf1 inhib: inhibitors of human Apaf-1 apoptosome | O14727 | reconstituted apoptosome caspase-3 activity, DEVD-Rh110 fluorescence | inhibition, % at 20 µM | 330,000 tested, 0.71% active; active = inhibition of at least 40% at 20 µM;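 also: plate controls were DMSO wells for no effect and DEVD-CHO caspase inhibitor wells for full effect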
#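 Material: reconstituted apoptosome with Apaf-1, cytochrome c, caspase-9, procaspase-3, dATP. Technique: Rh110 fluorescence intensity. Buffer or medium: pH 7.5 Hepes buffer with CHAPS, BSA, DTT. Times: 30 min plus 50 min, RT.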
# SENP6 block: inhibitors of human SENP6 protease; Recombinant SENP6 catalytic domain, aminoluciferin luminescence; inhibition, % at 10 µM; 330,000 tested, 1.8% active;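 active = inhibition above about 50% at the single tested dose, limit read from the data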;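 also: plate controls were DMSO wells with enzyme for no effect and DMSO wells lacking enzyme for full effect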
# Starred values were filed as active, the others as inactive. An unsorted share of the library; any-hit rate near 3.6%.
# The first 4 compounds, ahead of the listing:
SMILES,SENP8 block-1,UBC13 polyUb,SENP8 block-2,SENP1 FRET inh,SENP7 block,A3G deaminase,Apaf1 inhib,SENP6 block
O=C(Nc1ccc(N2CCN(C(=O)c3cccs3)CC2)cc1)c1cccnc1Cl,-9,-12,15,1,-3,-4,-6,0
COc1ccccc1/C=C1\S/C(=N/NC(=O)c2cccc(Br)c2)NC1=O,-2,-32,-58,42,-10,-3,25,-11
COc1ccc(OC)c(S(=O)(=O)NCc2csc(-c3ccccc3)n2)c1,10,-4,6,2,4,-5,-22,5
CCC(C)[C@H](NC(=O)NCc1ccccc1Cl)C(=O)O (some centres not stated),3,0,18,1,5,0,-8,7

# The whole of this part, from the start:
SMILES,SENP8 block-1,UBC13 polyUb,SENP8 block-2,SENP1 FRET inh,SENP7 block,A3G deaminase,Apaf1 inhib,SENP6 block
O=C(Nc1ccc(N2CCN(C(=O)c3cccs3)CC2)cc1)c1cccnc1Cl,-9,-12,15,1,-3,-4,-6,0
COc1ccccc1/C=C1\S/C(=N/NC(=O)c2cccc(Br)c2)NC1=O,-2,-32,-58,42,-10,-3,25,-11
COc1ccc(OC)c(S(=O)(=O)NCc2csc(-c3ccccc3)n2)c1,10,-4,6,2,4,-5,-22,5
CCC(C)[C@H](NC(=O)NCc1ccccc1Cl)C(=O)O (some centres not stated),3,0,18,1,5,0,-8,7
CC(C)CNC(=S)NNC(=O)c1ccc(OC(F)F)cc1,9,8,18,3,4,-5,-19,1
CCN(CC)S(=O)(=O)c1cc(NC(=O)COC(=O)C2CCC2)ccc1C,1,3,11,1,3,-11,-7,-19
CCCCCCOc1ccc(N2C(=O)CC(S/C(N)=N/N=C(\C)c3cccs3)C2=O)cc1 (configuration not stated),-2,-17,11,0,0,-6,20,-20
Cc1ccc(NS(=O)(=O)N2CCOCC2)cc1,4,2,7,2,3,0,6,17
O=C(CSc1nc(C2CCCCC2)nc2ccccc12)N1CCCC1,-4,-14,12,3,-5,3,7,-13
Cc1ccc(NC(=O)N(C2=NCC(C)S2)c2ccccc2)cc1 (configuration not stated),-7,-3,18,1,-5,-7,1,-12
Cc1cccc(C(=O)Nc2ccc(Oc3cnccn3)cc2)c1,-5,2,14,0,9,-3,4,9
Cc1nc(Nc2ccc(S(=O)(=O)N3CCCC3)cc2)c2nnn(Cc3ccccc3)c2n1,-7,2,-274,-1,-3,-7,12,-9
CCS(=O)(=O)CCSc1nc(C)cc(C)c1C#N,5,6,9,1,1,-6,-29,-11
Cc1ccc(C(C)C)c(Oc2cnccn2)c1,-7,-1,23,-2,-1,-9,5,-17
CC1CCCC(NC(=O)CCC(=O)c2ccc(F)cc2)C1C (configuration not stated),-9,-4,14,-7,-12,-7,-1,-5
COc1ccc(/C=C/C(=O)NCCCn2ccnc2)cc1,-8,-14,16,0,6,-3,0,-9
CC(C)=NNc1nc2c(c(=O)n(C)c(=O)n2C)n1CCc1ccccc1,-13,-6,-151,-6,-1,-8,0,-1
CN(C)CC/C=C1\c2ccc(F)cc2Sc2cc(F)c(Cl)cc21,-3,30,21,-1,-11,1,25,-4
O=C1c2ccccc2C(=O)N1Cc1nc(-c2ccccc2)no1,-7,-2,1,1,-1,-4,6,-4
Cc1ccc(S(=O)(=O)NCCCNS(=O)(=O)c2ccccc2[N+](=O)[O-])cc1,10,0,15,1,-1,-7,8,3

# Part of the list above in order of heavy-atom count, largest number first:
SMILES,SENP8 block-1,UBC13 polyUb,SENP8 block-2,SENP1 FRET inh,SENP7 block,A3G deaminase,Apaf1 inhib,SENP6 block
COc1ccccc1/C=C1\S/C(=N/NC(=O)c2cccc(Br)c2)NC1=O,-2,-32,-58,42,-10,-3,25,-11
O=C1c2ccccc2C(=O)N1Cc1nc(-c2ccccc2)no1,-7,-2,1,1,-1,-4,6,-4
COc1ccc(/C=C/C(=O)NCCCn2ccnc2)cc1,-8,-14,16,0,6,-3,0,-9

# Later entries
SMILES,SENP8 block-1,UBC13 polyUb,SENP8 block-2,SENP1 FRET inh,SENP7 block,A3G deaminase,Apaf1 inhib,SENP6 block
CN(Cc1nc2ccccc2c(=O)[nH]1)C(=O)C1CC(=O)N(c2cccc3ccccc23)C1 (configuration not stated),3,-9,8,1,6,-1,0,-11
Cc1ccc(S(=O)(=O)N2CCC[C@H]2C(=O)OCC(=O)c2ccc3c(c2)NC(=O)CO3)cc1,-1,5,10,-2,-3,1,4,-5
COC(=O)c1ccc(N/C=C/C(=O)c2ccc(OC)c(OC)c2)cc1,-1,-7,-342,-62,-2,-6,2,-27
CC(C)c1ccc(C2/C(=C(/O)c3ccc(F)cc3)C(=O)C(=O)N2CCCN2CCOCC2)cc1 (configuration not stated),3,-13,-4,0,11,-4,12,-4
Cc1ccc(NC(=O)C2C3C=CC4(CN(Cc5cccnc5)C(=O)C24)O3)cc1F (configuration not stated),-2,2,11,0,0,-6,-4,3
CCOc1ccc(C(=O)Nc2ccc(-c3nc4ccccc4[nH]3)cc2)cc1[N+](=O)[O-],5,-11,14,0,-2,-5,-18,-5
COCCNC(=O)C1CCCN(S(=O)(=O)c2cccc3nsnc23)C1 (configuration not stated),-1,-8,13,1,2,13,3,15
Cc1scc(C(=O)N2CCN(c3ccc(Cl)cc3)CC2)c1C,2,2,5,-2,7,0,15,-17
OC1(c2cccc(C(F)(F)F)c2)CCN(Cc2nc(-c3cnccn3)no2)CC1,-14,-8,-14,-1,-3,-2,-9,-16
CN(CC(=O)Nc1ccccc1Cl)C(=O)COC(=O)c1ccc([N+](=O)[O-])s1,69*,-7,15,3,16,-2,12,70*
CCCCNC(=S)NNC(=O)c1cc(-c2cccnc2)nc2ccccc12,3,-19,-300,5,0,-4,7,-3
CN1c2ccsc2/C(=N/NC(=O)c2c(F)cccc2F)CS1(=O)=O,6,-13,24,1,6,-5,-5,-12
Cc1ccc(NC(=O)CN(C)C(=O)Cc2ccccc2F)cc1,8,-5,1,1,9,-15,-7,4
CCCCCC[N+](C)(C)CC/C=C1/c2ccccc2Sc2ccc(Cl)cc21,-9,41,20,-2,-9,-8,35,-12
O=C(CCc1ccccc1)OCCN1CCOCC1,-7,4,28,0,0,-6,0,-2
CC(C)COC(=O)n1c(=O)oc2cc(S(=O)(=O)N3CCCCC3)ccc21,-1,9,8,3,-4,-4,19,-9
CCn1cc(SCC(=O)NC2CCCC2)c2ccccc21,-5,-4,8,1,-8,-4,0,-14
CC(C)OP(=O)(OC(C)C)C(Nc1ccc([N+](=O)[O-])cc1)c1cccc([N+](=O)[O-])c1 (configuration not stated),2,0,7,-2,1,-5,3,-17
Cn1cc(CNCc2ccccc2OCC(O)CN2CCc3ccccc3C2)cn1 (configuration not stated),4,9,16,-2,3,-4,-11,6
COc1ccc(NC(=O)Nc2cc(C)ccc2F)cc1,88*,0,14,-1,-5,1,4,92*
Cc1csc(=O)n1CCC(=O)NCc1ccc(F)cc1,-1,8,8,3,7,-3,-3,7
O=C(CSc1ccc(Cl)cc1)N/N=C/c1cccnc1,6,7,0,1,7,-5,-6,3
Cc1cc(C)c(NC(=O)COC(=O)/C=C/c2cccs2)c(C)c1,-15,-14,25,1,-3,-3,13,-18
COc1ccccc1C(=O)NCC(=O)NNC(=O)C1COc2ccccc2O1 (configuration not stated),-2,-3,-8,1,15,-3,-3,-8
CCOc1ccc(NC(=S)NNC(=O)CC(C)O)cc1 (configuration not stated),-6,10,15,2,-3,-13,1,-16
COc1ccc(CCN(C(=O)Cn2nnc3ccccc32)C(C(=O)NCC2CCCO2)c2ccncc2)cc1OC (configuration not stated),0,-7,3,0,-2,-9,-17,-6
O=C(CSC(=S)N1CCCCC1)Nc1nc(-c2ccccc2)c(-c2ccccc2)o1,0,1,-17,-2,3,-6,5,2
CC1CCN(CCCNC(=O)c2ccc3c(=O)n(CCc4ccccc4)c(=O)[nH]c3c2)CC1,2,15,-166,-2,5,-2,17,-10
Cn1c(N)c(C(=O)COC(=O)C2CCCN2C(=O)c2cccs2)c(=O)n(C)c1=O (configuration not stated),3,6,6,-2,4,-7,-4,10
COc1ccc(-n2c(Cc3cccn3C)nnc2SCC(=O)Nc2cc(C)cc(C)c2)cc1,-1,13,-5,-1,-4,-5,15,-18
COc1ccc(OC)c(N(CC(=O)Nc2cccc3ccccc23)S(C)(=O)=O)c1,-4,3,15,3,3,-7,0,4
CCCOC(=O)CSc1nnc(-c2ccc(Cl)cc2Cl)o1,-15,-6,26,1,-2,-7,14,-2
Cc1ccnc2nc(C(=O)NC3=NCCS3)nn12,-3,-8,20,1,-1,2,-15,9
O=C(COC(=O)COc1ccc(Cl)cc1Cl)NC1CCCCCC1,7,10,10,3,7,-7,8,-6
CCCNC(C)(C)COC(=O)c1ccccc1,-6,-9,24,0,-8,-10,-4,-12
Cc1c(Cl)cccc1NC(=O)CCN1CCC(C(N)=O)CC1,5,6,6,0,-6,-9,-4,1
CCCN(CCC)C(=O)Cn1c(=O)n(CCC(=O)NCCc2ccccc2)c(=O)c2ccccc21,-4,-6,4,3,-7,-7,11,-8
Fc1ccc(-n2nnnc2-c2ccccc2Cl)cc1,1,3,15,-1,-11,-8,-3,8
COc1ccc(/C=N/NC(=O)c2ccccc2NC(=O)c2ccco2)c(OC)c1,2,-2,-339,-3,1,1,2,-4
CCC(C)N(C(=O)c1csnn1)C(C(=O)NC1CCCC1)c1ccccc1F (configuration not stated),-7,2,3,1,3,-8,11,-15
COCCNC(=O)COCc1cc(-c2ccc3c(c2)OCO3)on1,0,5,10,-1,-3,-5,3,4
COc1cccc(NC(=O)CN(C)C(=O)CC2Sc3ccccc3NC2=O)c1 (configuration not stated),-1,-16,7,-1,-8,-2,3,-11
Fc1cc(F)c2nc(N3CCCCC3)sc2c1,61*,5,10,-20,75*,-3,-1,36
COc1ccc(CCNC(=O)CCCn2c(SCC#N)nc3ccccc3c2=O)cc1OC,9,-5,18,0,5,2,5,-12
COc1ccc(CNC(=O)C(=O)NCC2OCCN2S(=O)(=O)c2ccc3c(c2)OCCO3)cc1 (configuration not stated),2,0,1,0,5,-6,4,5
Cc1ccc(NC(=O)COc2coc(CN3CCN(c4ccccc4)CC3)cc2=O)cc1,3,1,6,1,-3,-3,1,-3
CC(C)c1nnc(NC(=O)CCC(=O)N2CCN(c3ccccn3)CC2)s1,-4,7,10,0,2,-3,-5,3
Cc1ccc(NC(=S)NCC2CCCO2)cc1C (configuration not stated),3,-1,9,4,9,1,4,11
O=C(NCc1cccnc1)c1cccn2c(=O)c3sccc3nc12,-5,4,-341,-54,-4,3,3,-8
CCOc1ccc2nc(NC(=O)c3ccc(C)o3)sc2c1,94*,0,-428,-4,98*,-10,-3,96*
CC1=NNC(=O)C1Cc1ccccc1C (configuration not stated),1,8,14,1,-3,-4,1,9
COc1cccc(NC(=O)CN(C)CC(=O)NCc2ccc(F)cc2)c1,5,13,2,0,1,-4,-9,-9
Clc1ccc(Cl)c(Oc2ccc(Oc3nc(Cl)ccc3Cl)cc2)n1,4,-3,19,2,3,2,2,9
CC(=O)Nc1ccc(C=C(C(C)=O)C(C)=O)cc1,1,1,10,-2,6,-9,-2,-2
COc1cc(OC)cc(C(=O)NCC2CCCO2)c1 (configuration not stated),3,3,3,0,2,4,-5,8
Cc1ccc(S(=O)(=O)N2CCCNCC2)cc1,-2,0,9,-1,-1,-2,0,-22
COc1cc(CC(=O)Nc2ccc3c(c2)CCC3)cc(OC)c1OC,-1,4,16,2,-3,1,2,-8
CCN(CC)C1CCN(Cc2c(C(=O)N3CCCCCCC3)nc3ccc(Cl)cn23)C1 (configuration not stated),-6,4,-12,-18,-2,-9,8,-18
CC1CCc2c(sc(N)c2C(=O)OC(C)C)C1 (configuration not stated),-3,-2,-20,2,-4,-4,12,-22
O=C1C=C(O)CC(c2ccc(Cl)c(Cl)c2)C1 (configuration not stated),9,3,16,0,6,-4,-4,16

# Part of the list above with just SENP7 block:
SMILES,SENP7 block
CC1CCc2c(sc(N)c2C(=O)OC(C)C)C1 (configuration not stated),-4
O=C1C=C(O)CC(c2ccc(Cl)c(Cl)c2)C1 (configuration not stated),6
